# Assay outcomes: PubChem BioAssay, National Center for Advancing Translational Sciences (NCATS)
# D2 ag – activates the human D2 dopamine receptor. HEK293 T-REx D2 cells, calcium flux agonist mode. AID 485358. activation, % at 2 µM. 0.53% of 340,000 active;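 active = activation over 3 SD above normal in the single-dose calcium agonist read, cut at about 30% in these data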; note: 0% is about no effect
#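 HEK293 Trex D2 cells, tetracycline-induced, o/n 30 C 5% CO2; no-wash Ca dye, RT 30–90 min; 10-cycle baseline, 23 nl cpd added, kinetic Ca read 180 s; agonist hits = positive Ca response.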
# TRHR PAM – allosterically enhances the human TRH receptor | AID 493056 | 0.66% of 360,000 active | enhancement, % at 2 µM | TRHR cells, fluo-8 calcium fluorescence, EC20 TRH enhancement | P34981; in the data active = enhancement above about 30%; note: 0% is about no effect
# Target sequence (P34981 whole entry, looked up): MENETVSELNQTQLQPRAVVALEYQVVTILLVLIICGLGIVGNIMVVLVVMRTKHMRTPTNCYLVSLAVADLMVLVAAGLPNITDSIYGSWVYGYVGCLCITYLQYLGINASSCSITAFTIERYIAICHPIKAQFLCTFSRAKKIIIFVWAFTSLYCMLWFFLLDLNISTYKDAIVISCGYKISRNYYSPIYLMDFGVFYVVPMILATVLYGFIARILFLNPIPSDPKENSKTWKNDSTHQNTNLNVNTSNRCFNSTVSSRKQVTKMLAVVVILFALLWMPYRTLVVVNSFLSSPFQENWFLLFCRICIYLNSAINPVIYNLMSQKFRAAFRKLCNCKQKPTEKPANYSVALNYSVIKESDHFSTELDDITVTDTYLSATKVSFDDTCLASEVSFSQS
#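 TRHR-expressing cells loaded with fluo-8 calcium dye were read kinetically (ex 480/em 530) during compound addition, then stimulated with an EC20 of TRH (10 nM final). Enhancement of the Gq-mediated intracellular calcium response was scored.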
# mIDH1 inhibitor – inhibitors of human mutant IDH1 R132H; IDH1-R132H enzyme, NADPH consumption, diaphorase/resazurin fluorescence; 0.093% of 390,000 active; O75874; Potency, µM (highest dose often 76.6 µM), without a hit: at the top dose activity change, negative = inhibition, usual class: inhibitors; note: potency is the fitted concentration of half-maximal effect; % is set by controls: 0 for no effect and ±100 for the full control effect; nearly all actives have a fitted effect of over 65% in size
# Target sequence (O75874 whole entry R132H, stated change not applied): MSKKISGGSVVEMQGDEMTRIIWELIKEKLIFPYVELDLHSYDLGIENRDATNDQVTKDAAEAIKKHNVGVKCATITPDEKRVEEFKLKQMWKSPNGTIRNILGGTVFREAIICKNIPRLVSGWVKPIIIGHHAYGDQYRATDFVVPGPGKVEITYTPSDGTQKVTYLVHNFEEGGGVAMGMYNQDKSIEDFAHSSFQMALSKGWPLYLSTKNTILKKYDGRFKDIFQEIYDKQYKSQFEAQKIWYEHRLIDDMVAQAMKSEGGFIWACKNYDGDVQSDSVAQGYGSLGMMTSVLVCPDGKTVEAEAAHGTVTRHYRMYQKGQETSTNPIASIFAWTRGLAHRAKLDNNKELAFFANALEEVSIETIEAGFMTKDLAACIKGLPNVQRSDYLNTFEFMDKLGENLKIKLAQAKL
#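 IDH1-R132H (0.5 ug/mL) preincubated 30 min with compound, then NADPH (0.016 mM) and alpha-KG (2 mM) added; 80 min at RT, pH 7.5. Remaining NADPH coupled via diaphorase/resazurin to fluorescence (540/590 nm); concentration-response curves normalized to no-enzyme control.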
# USP1-UAF1 inh – blocks the human USP1/UAF1 deubiquitinase complex. Potency, µM (titrated, usually from 57.1 µM), for inactives: top-dose activity change, negative = inhibition, hits mostly inhibitors. AID 743255. recombinant USP1/UAF1, Ub-Rhodamine cleavage fluorescence. 0.23% of 390,000 active; note: potency is the fitted concentration of half-maximal effect; % is set by controls: 0 for no effect and ±100 for the full control effect; nearly all actives have a fitted effect of over 60% in size; inactives centre near -12
#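 USP1/UAF1 complex (1 nM) preincubated 15 min at room temperature with compound, then Ub-Rho substrate (150 nM final) added. Kinetic fluorescence at 480/540 nm over 6 reads at 60 s intervals; 50 mM HEPES pH 7.8, 0.5 mM EDTA, 0.1 mg/ml BSA, 1 mM TCEP, 0.01% Tween-20.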
# D2 antagonist – antagonists of human D2 dopamine receptor. HEK293 TREx D2 cells, calcium flux, dopamine EC80. inhibition, % at 10 µM. 2% of 340,000 active. AID 485344; in the data active = inhibition above about 30%; note: 0% is about no effect
#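 Inhibition of EC80 dopamine-driven calcium flux, recorded kinetically, defines activity here; cells are a tetracycline-induced HEK293 T-REx line expressing force-coupled D2.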
# TrxR1 substrate – substrates of rat thioredoxin reductase 1; O89049; purified TrxR1 substrate turnover, NADPH consumption readout; Potency, µM (highest dose often 114 µM), for inactives: top-dose activity change, negative = substrate turnover; 0.01% of 390,000 active; AID 588456; note: potency is the fitted concentration of half-maximal effect; % is set by controls: 0 for no effect and ±100 for the full control effect; nearly all actives have a fitted effect of over 50% in size
#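 Rat TrxR1, dispensed at 90 nM, was prereduced with 400 uM NADPH (final) for 5 min at ~22 deg C, then incubated with compound 15 min before 400 uM selenite. A first-read NADPH fluorescence drop versus no-compound background flagged substrates.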
# TrxR1 inh – inhibitors of rat thioredoxin reductase 1. O89049. 1% of 390,000 active. recombinant rTrxR1, NADPH fluorescence consumption, selenite substrate. Potency, µM (top dose mostly 114 µM), without a hit: at the highest dose activity change, negative = inhibition, hits mostly inhibitors. AID 588453; note: potency is the fitted concentration of half-maximal effect; % is set by controls: 0 for no effect and ±100 for the full control effect; nearly all actives have a fitted effect of over 65% in size
#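 Rat TrxR1 (90 nM in the dispensed reagent) was pre-reduced with 400 uM NADPH for 5 min at room temperature, then incubated with compound for 15 min. After 400 uM selenite was added, NADPH fluorescence (Ex 340/Em 450 nm) was followed for 8 min.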
# TRHR agonist – TRH receptor (human) agonism; P34981; TRHR cells, calcium flux fluo-8, FDSS agonist mode; activation, % at 2 µM; 0.18% of 360,000 active; in the data active = activation above about 30%; note: 0% is about no effect
#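 Fluo-8-loaded TRHR cells; 10 s baseline, compound added, kinetic Ca2+ fluorescence read 1/s, agonist mode.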
# PI4K2A inh – PI4K2A (human) kinase inhibition. Q9BTU6. purified PI4K2A, ADP-Glo luminescence, 1 h; stronger effect = lower value. activity change, negative = inhibition, % at 76.9 µM. 0.13% of 420,000 active. AID 1346378; in the data active = activity change below about -50%; inconclusive = mostly about -30% to -49%;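 note: -100% = wells without enzyme as full effect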
#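 In this quantitative HTS, ADP production by PI4K2A was quantified luminescently after 1 h at ambient temperature; 100 microM adenosine served as plate-quality control.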
# * hit, by the source's call; ? = inconclusive; / = not tested or not shown; & = joins results of further samples; [ ] = another dose, or the depositor's remark. Unless noted, calls come from the whole dose curve; as a rule, active = well fitted inhibition curve with a large enough effect; inconclusive = small, poorly fitted or top-dose-only effect; inactive = no such curve, though single readings can be large or run the other way.
SMILES,D2 ag,TRHR PAM,mIDH1 inhibitor,USP1-UAF1 inh,D2 antagonist,TrxR1 substrate,TrxR1 inh,TRHR agonist,PI4K2A inh
C[C@@H]1COC(=O)[C@H](NC(=O)OCC2c3ccccc3-c3ccccc32)C/C=C\C[C@@H](CC(=O)N[C@@H](CO)Cc2ccccc2)C(=O)N1,/,/,-4%,?,/,-1%,-3%,/,1
CCOC(=O)c1cc2c(n(-c3ccc(C)cc3)c1=O)CCCC2=O,0.2,-8,2%,-14%,0,20%,-6%,-0.1,-13
CCOC(=O)c1c(NC(=O)CN2C(=O)NC3(CCC(C)CC3)C2=O)sc(C(=O)N(C)C)c1C (configuration not stated),0.0,-8,4%,-18%,4,-12%,-9%,0.5,-3
COc1ccc(C)cc1NC(=O)c1cc(S(=O)(=O)NCCC2=CCCCC2)ccc1F,1.5,7,-4%,-29%,/,-7%[57.1 µM],19%[57.1 µM],0.6,-7
O=C(NCCc1ccccc1Cl)C1CCC(=O)N(C2CCCCCC2)C1 (configuration not stated),/,4,0%,-16%,/,-10%,-15%,-0.1,0
COc1ccc(OCCC(=O)NC2CCCCC2)cc1,-0.3,-1,-3%,-21%,-1,-4%,-1%,0.7,0
Cc1ccc(S(=O)(=O)Nc2ccc(Cl)cn2)cc1,-0.1,-2,-4%,-12%,-13,4%[57.1 µM],6%[57.1 µM],-0.2,-2
O=C1C2ON(c3ccccc3)C(c3ccccn3)C2C(=O)N1c1ccc(Br)cc1 (configuration not stated),0.5,-17,6%,-22%,-11,-1%,8%,0.9,-3
O=C(OCCN1CCOCC1)c1ccc(O)cc1,-0.1,17,11%,-20%,-10,-2%,9%,0.9,-2
COc1ccc(Br)cc1CNC(=O)CCC(=O)n1nc(C)c2ccccc21,-1.4,0,-3%,-19%,9,-9%,-18%,0.6,-1
COCCNC(C)C(=O)C12CC3CC(CC(C3)C1)C2 (configuration not stated),-0.3,2,-2%,1%,6,2%,?,0.0,3
Cc1ccccc1NC(=O)CCS(=O)(=O)c1cc(Br)cc2c1N(C(=O)C1CC1)CC2,0.2,8,-9%,-24%,/,-3%,6%,-1.1,1
Cc1nn(C)c(C)c1Sc1ccc(Br)cc1,-0.8,-4,23%,-20%,5,-2%,16%,0.2,-10
Cn1c(=O)n(CCN2CCOCC2)c(=O)c2c1nc1n2CCN1c1ccc(Oc2ccccc2)cc1,-0.4,5,2%,-18%,-19,8%[57.1 µM],11%[57.1 µM],0.1,2
COCCN(C(=O)CSCc1ccc(C)cc1)c1c(N)n(CC(C)C)c(=O)[nH]c1=O,/,3,-2%,-26%,/,5%,12%,0.4,-2

# Single records, as listed above. Order of screens: D2 ag | TRHR PAM | mIDH1 inhibitor | USP1-UAF1 inh | D2 antagonist | TrxR1 substrate | TrxR1 inh | TRHR agonist | PI4K2A inh
# C[C@@H]1COC(=O)[C@H](NC(=O)OCC2c3ccccc3-c3ccccc32)C/C=C\C[C@@H](CC(=O)N[C@@H](CO)Cc2ccccc2)C(=O)N1 as listed: / | / | -4% | ? | / | -1% | -3% | / | 1
# O=C(NCCc1ccccc1Cl)C1CCC(=O)N(C2CCCCCC2)C1 (configuration not stated) as listed: / | 4 | 0% | -16% | / | -10% | -15% | -0.1 | 0

# Next entries follow.
SMILES,D2 ag,TRHR PAM,mIDH1 inhibitor,USP1-UAF1 inh,D2 antagonist,TrxR1 substrate,TrxR1 inh,TRHR agonist,PI4K2A inh
c1ccc(-n2nnnc2Sc2n[nH]c(-c3ccncc3)n2)cc1,0.8,-4,-3%,-11%,5,9%,20%,-0.1,-2
c1ccc(-c2n[nH]c(-c3ccccn3)n2)cc1,1.0,2,4%,1%,-3,5%[57.1 µM],8%,0.2,-13
Cc1oc2c(O)c(O)ccc2c(=O)c1-c1cnn(-c2ccccc2)c1,0.2,7,4%,-8%,-1,-2%,-1%,-0.1,5
CCCOc1ccc(-c2nc(C#N)c(NCC3CCCO3)o2)cc1 (configuration not stated),-1.4,21,0%,-13%,-8,178%[activator],-15%,-0.3,1
Cc1cc(NC(=O)Cn2cnc3c(nnn3-c3cccc(F)c3)c2=O)no1,-0.1,0,5%,-20%,3,2%,17%,0.9,0
CC(C)(C)c1ccc(NC(=O)NC2CCCc3ccccc32)cc1 (configuration not stated),0.5,-1,-1%,-26%,-5,5%,33%,-0.1,-3
CCOC(=O)c1c(CN2CCN(CC#N)CC2)n(C)c2cc(Br)c(OC)cc12,0.1,-13,7%,-20%,1,-2%[11.4 µM],-20%[11.4 µM],0.1,2
CC(OC(=O)c1ccc(-n2cnnn2)cc1)C(=O)Nc1ccccc1[N+](=O)[O-] (configuration not stated),-0.1,-8,-8%,-15%,16,3%,20%,-0.4,-3
COc1cc(NC(=O)c2ccc(C(=O)c3ccccc3)cc2)cc(OC)c1OC,0.0,-5,6%,-16%,-8,-11%,-13%,1.3,1
CC1Cc2ccccc2N1C(=O)COC(=O)Cn1nnc(-c2ccccc2)n1 (configuration not stated),-2.1,19,5%,-24%,6,-1%,-17%,0.2,-4
CC(=O)c1ccc(N2CCN(C(=O)C3CCCN(S(=O)(=O)c4c(C)[nH]c(=O)[nH]c4=O)C3)CC2)cc1 (configuration not stated),0.2,-1,-5%,-18%,-12,-4%[57.1 µM],8%[57.1 µM],0.8,0
O=C1C(Cc2cccc([N+](=O)[O-])c2)SC(=Nc2ccccc2)N1c1ccccc1 (configuration not stated),/,-2,1%,-14%,5,-9%,3%,0.2,-6
CC1CCN(C(=O)COC(=O)/C=C/c2ccc([N+](=O)[O-])cc2)CC1,/,/,-7%,8%,/,1%,1%,/,-4
CC(C)(C)NNC(=S)Nc1cccc(F)c1,0.2,6,1%,-3%,24,-6%[57.1 µM],2%[57.1 µM],-0.3,4
CC1(C(=O)O)Sc2[nH]c(=O)sc2C2c3ccccc3OC(=O)C21 (configuration not stated),0.7,-3,1%,-1%,-12,-6%,-12%,-0.4,-2
CCN(Cc1cc(OC)c(OC)c(OC)c1)C(=S)Nc1cccc(SC)c1,0.5,1,-3%,-12%,-6,13%[57.1 µM],-1%[57.1 µM],-0.4,0
COc1ccccc1CNS(=O)(=O)c1cccc2nsnc12,-0.1,1,4%,-5%,-10,-9%,6%,-0.5,-2
O=C(CNS(=O)(=O)c1ccc(Br)s1)NCc1ccc2c(c1)OCO2,-0.6,-1,4%,7%,5,-10%,7%,-0.3,-1
NC(=O)COC(=O)CC12CC3CC(CC(C3)C1)C2,0.4,5,2%,-22%,3,9%[57.1 µM],14%[57.1 µM],2.2,2
Nc1ccc(S(=O)(=O)Nc2ccnn2-c2ccccc2)cc1,-2.5,4,6%,?,7,9%[57.1 µM],16%[57.1 µM],0.0,2
Nc1ccc(Oc2ccccc2-c2ccccc2)cc1,/,/,0%,-7%,/,10%[11.4 µM],14%[11.4 µM],/,8
CC(C)c1nc(SCC(=O)N2CCN(c3ccccc3)CC2)c2c(=O)n(C)c(=O)n(C)c2n1,-0.3,-11,-1%,-15%,-3,12%[57.1 µM],7%[57.1 µM],-0.1,0
O=C(NNc1ccccc1)C(=O)N1CCCCC1,1.5,2,1%,-18%,-4,-6%,-2%,-0.3,-3
O=C(Nc1ccc2c(c1)CCCN2C(=O)c1cccs1)c1cccc(F)c1,-0.2,-16,3%,-12%,14,7%,21%,-0.1,0
C=CCCC(=O)Nc1ccc(Br)cn1,0.3,14,-11%,-17%,-9,13%[57.1 µM],15%[57.1 µM],-0.1,-1
Cc1cc(O)ccc1NC(=O)Cc1cccc2ccccc12,/,/,0%,-22%,/,-6%,-2%,/,-3
C#CCOCCOCCOCCNc1nc(N2CCN(C(=O)[C@H]([C@@H](C)CC)n3cc([C@@H](N)CC(C)C)nn3)CC2)nc(N2CCN(C(=O)[C@H]([C@@H](C)CC)n3cc([C@@H](N)CC(C)C)nn3)CC2)n1,-0.4,7,-4%,?,-13,5%,?,0.0,2
N#CC1(NC(=O)CSc2n[nH]c(-c3ccccc3)n2)CCCCC1,0.5,-3,-1%,-9%,-12,7%,19%,-0.4,1
O=C(Nc1ccc(F)cc1)c1cccc2ccccc12,0.4,0,1%,-18%,3,1%,15%,0.5,-1
COc1ccc(OC)c(N2C(=O)C(Cl)=C(N3CCCCC3)C2=O)c1,-0.5,-5,-2%,-11%,8,-9%,-6%,0.0,-2
CCCCNC(=S)Nc1ccc2nc(N3CCN(CC)CC3)cc(C)c2c1,0.7,0,-2%,-11%,12,6%,-14%,0.1,-1
CCc1cccc(CC)c1N(COC)C(=O)Cn1cnc2ccccc21,-4.1,0,0%,-23%,-16,8%,12%,-2.2,3
COc1ccc(Cc2nnc(SCC(=O)NC3CCCC3)o2)cc1,0.4,-4,3%,-2%,-16,-6%,1%,-0.3,6
CCC(c1nnnn1Cc1ccccc1)N1CCN(c2ccccc2)CC1 (configuration not stated),15,-3,-4%,-15%,0,5%[57.1 µM],5%[57.1 µM],-0.2,4
O=C(O)c1ccccc1-c1ccccc1C(=O)NCCCO,0.2,7,2%,1%,5,4%,12%,-0.8,-2
O=C1c2ccccc2C(=O)N1C/C=C/c1ccccc1,0.1,0,1%,-23%,-5,7%,21%,0.1,2
COc1ccc(C(=O)Nc2nc3cc4c(cc3s2)OCO4)c(OC)c1,-0.6,10,4%,-8%,-10,151%[activator],81%[activator],-0.7,0
CCN(C(=O)CSc1nc2ccccc2n1CC(C)C)c1c(N)n(Cc2ccccc2)c(=O)[nH]c1=O,/,/,0%,-22%,/,2%,34%,/,4
CCCCN1CC[C@H]2C=CC[C@@H](C(=O)Nc3ccccc3)[C@H]2C1=O,/,/,7%,-11%,/,-9%&1%,-19%&6%,/,-2

# Some of these compounds in order of length of the SMILES, ascending.
SMILES,D2 ag,TRHR PAM,mIDH1 inhibitor,USP1-UAF1 inh,D2 antagonist,TrxR1 substrate,TrxR1 inh,TRHR agonist,PI4K2A inh
O=C(OCCN1CCOCC1)c1ccc(O)cc1,-0.1,17,11%,-20%,-10,-2%,9%,0.9,-2
COc1ccc(OCCC(=O)NC2CCCCC2)cc1,-0.3,-1,-3%,-21%,-1,-4%,-1%,0.7,0
O=C(NCCc1ccccc1Cl)C1CCC(=O)N(C2CCCCCC2)C1 (configuration not stated),/,4,0%,-16%,/,-10%,-15%,-0.1,0
